High-throughput results deposited in PubChem by National Center for Advancing Translational Sciences (NCATS).
N370S GC mod = N370S glucocerebrosidase modulation, Gaucher chaperone candidate; Potency, µM (doses to about 59.4 µM), inactives show top-dose activity change, negative = inhibition, most hits filed as inhibitors; P04062; 330,000 tested, 0.092% active; N370S GC spleen homogenate, 4MU-glucoside fluorescence; AID 2101;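 further: 0% = full enzyme activity and -100% = no enzyme basal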
TDP1 inh = TDP1 (human) enzyme inhibition | Q9NUW8 | recombinant TDP1, AlphaScreen DNA substrate cleavage | Potency, µM (top dose mostly 130 µM), without a hit: at the top dose activity change, negative = inhibition, usual class: inhibitors | 350,000 tested, 0.28% active; further: nearly all actives have a fitted effect of over 40% in size
Target sequence (Q9NUW8 whole entry, looked up): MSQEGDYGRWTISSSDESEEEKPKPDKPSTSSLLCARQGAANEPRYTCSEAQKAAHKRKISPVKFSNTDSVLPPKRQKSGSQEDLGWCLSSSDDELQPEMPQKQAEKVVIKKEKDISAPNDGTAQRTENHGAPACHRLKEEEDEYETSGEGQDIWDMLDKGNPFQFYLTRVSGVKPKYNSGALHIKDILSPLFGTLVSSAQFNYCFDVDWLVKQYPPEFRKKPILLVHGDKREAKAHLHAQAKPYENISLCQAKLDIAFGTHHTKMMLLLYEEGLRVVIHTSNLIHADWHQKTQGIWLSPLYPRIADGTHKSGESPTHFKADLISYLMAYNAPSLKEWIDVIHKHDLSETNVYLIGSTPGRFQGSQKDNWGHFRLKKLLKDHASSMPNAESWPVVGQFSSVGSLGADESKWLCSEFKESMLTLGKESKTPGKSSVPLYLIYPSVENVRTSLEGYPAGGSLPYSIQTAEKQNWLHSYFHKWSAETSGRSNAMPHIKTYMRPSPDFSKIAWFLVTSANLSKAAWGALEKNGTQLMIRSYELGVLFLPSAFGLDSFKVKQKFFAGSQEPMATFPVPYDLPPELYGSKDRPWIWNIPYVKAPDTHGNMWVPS
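Recombinant human Tdp1 (E. coli-expressed, 1 nM final) preincubated with compounds 15 min at room temperature, then 5'-biotin/3'-phosphotyrosine-FITC DNA substrate (15 nM final) added for 5 min. AlphaScreen beads (10 ug/ml final) added 10 min; cleavage lowers signal.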
FEN1 inh = inhibitors of human flap endonuclease 1. P39748. Recombinant FEN1 flap cleavage, fluorescence, 15 min. Potency, µM (doses to about 114 µM), for the others: at the highest dose activity change, negative = inhibition, actives largely listed as inhibitors. 390,000 tested, 0.35% active; further: nearly all actives have a fitted effect of over 65% in size
Target sequence (P39748 whole entry, looked up): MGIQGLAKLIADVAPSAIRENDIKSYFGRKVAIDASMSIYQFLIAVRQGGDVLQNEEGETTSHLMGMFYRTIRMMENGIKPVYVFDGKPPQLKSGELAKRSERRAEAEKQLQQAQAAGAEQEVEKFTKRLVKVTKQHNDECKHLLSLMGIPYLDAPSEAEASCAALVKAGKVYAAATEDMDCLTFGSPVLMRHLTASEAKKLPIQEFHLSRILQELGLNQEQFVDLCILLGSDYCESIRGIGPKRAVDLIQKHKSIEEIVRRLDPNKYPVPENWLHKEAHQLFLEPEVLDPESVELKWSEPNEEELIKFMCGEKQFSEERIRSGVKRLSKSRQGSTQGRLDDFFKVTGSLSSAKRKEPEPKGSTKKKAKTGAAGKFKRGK
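In this screen, 50 nM flap DNA substrate was added to 10 nM FEN1 pretreated with compound for 15 min at room temperature; cleavage was followed with reads at 0 and 15 min, and Hill fitting gave concentration–response parameters.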
The depositor's hits bear a star; ? = inconclusive; nt = not tested or not shown; & = joins results of further samples; [ ] = remark or other dose. The call rests on the fitted dose curve; in most records, active means well fitted curve in the direction sought with a large enough effect; inconclusive means small, poorly fitted or top-dose-only effect, or another doubt; inactive means no such curve, though single readings can be large; an effect the other way counts as inactive or inconclusive. Unless noted, on the % scale 0 is the no-effect control and ±100 the full control effect; potency means the concentration at half of the fitted maximal effect.

SMILES | N370S GC mod | TDP1 inh | FEN1 inh
O=C(Nc1ccc(F)cc1F)c1cc(-c2ccc(Cl)cc2)on1 | nt | 1% | -4%
O=C1OCCN1C(=O)[C@H]1[C@H](c2ccccc2)C(c2cccc(Cl)c2)=NN1c1ccc(Br)cc1 | ? | -10%[56.1 µM] | -6%
COc1cc(/C=C(/NC(=O)c2ccccc2)C(=O)Nc2cccc(O)c2)c([N+](=O)[O-])cc1OC | 2% | 2% | -3%
CSc1ccccc1C(=O)OCC(=O)NCCN1C(=O)CSC1=O | nt | 2% | 10%
COc1ccc(-c2noc(CSc3nnc(-c4ccncc4)n3-c3ccc(C)cc3)n2)cc1 | nt | 10% | -18%
COc1ccc(/C=C2/N=C(SC3CCOC3=O)N(c3cccc(OC)c3)C2=O)cc1 (stereo not given) | 9% | 0% | 4%
COc1cc(-c2nc(CN3CCCCC3CCNC(C)=O)c(C)o2)ccc1F (stereo not given) | -1% | 4% | -12%
O=S1(=O)c2cccc3cccc(c23)N1CCCN1CCN(c2ccc(F)cc2)CC1 | -3% | 15% | nt
CCc1ccc(S(=O)(=O)NCCc2cn3ccccc3n2)s1 | -27% | 3% | 4%
CCC(C)[C@H](NC(=O)[C@@H]1CSC2c3ccccc3C(=O)N21)C(=O)N1CCCCC1 (stereo not given in full) | -8% | 4% | 1%
CCc1ccc(N2C(=O)c3sc4nnc(-c5ccccc5)c(=O)n4c3C2=O)cc1 | 0% | 6% | -12%
O=C(NCc1ccc2[nH]c3c(c2c1)CCCC3)c1ccc(S(=O)(=O)N2CCCC2)cc1 | 7% | 8% | -7%
CCOC(=O)CSc1nnnn1-c1cc(OC)c(Cl)cc1OC | 16% | 7% | -1%
COC(=O)CNC(=O)c1c(C)cc(=O)oc1C | 5% | 0% | 27%
Cc1cccc(NS(=O)(=O)c2ccc(C(=O)NCC(c3ccccc3)N(C)C)cc2)c1C (stereo not given) | -30% | 5% | 9%
Cc1cc(S(=O)(=O)NC(C)C)ccc1OCC(=O)Nc1ccc2c(c1)OCCO2 | 0% | -6% | -4%
Cc1occc1C(=O)NCc1nc(-c2ccc(Cl)cc2)no1 | -7% | nt | -5%
Cc1oc(-c2ccc(-c3ccccc3)cc2)nc1CN(CCO)C(C)C | -28% | nt | 16%
COCCNC(=S)NNC(=O)CSCc1ccc(Cl)cc1Cl | -5% | 5% | -1%
COc1ccc(N2CCN(CC(O)COc3c(OC)cccc3OC)CC2)cc1 (stereo not given) | 9% | nt | -2%&2%
CC1CCCC(NC(=O)CN(C)S(=O)(=O)c2cccc3cccnc23)C1C (stereo not given) | 5% | 2% | 2%
Cc1cc2ccccc2c(=O)n1CC(=O)Nc1ccc2c(c1)OCCO2 | -19% | 4% | 11%
O=C1c2ccccc2NC(c2ccc(-c3ccc(Br)cc3)o2)N1O (stereo not given) | ? | 11% | 0%
Cn1c(=O)[nH]c(=O)c2c1nc(N)n2Cc1ccccc1 | -7% | nt | -8%
Cc1ccc(OCCn2c(=S)[nH]c3c(N)ncnc32)cc1 | 17% | 2% | -4%
Continued.
SMILES | N370S GC mod | TDP1 inh | FEN1 inh
COc1ccc(-c2cc(C(=O)Nc3cccnc3)no2)cc1OC | 2% | 0%&0% | -1%&-7%
Cc1ccc(C)c(NC(=O)CS(=O)(=O)c2c[nH]c3ccccc23)c1 | 1% | 11% | -7%
C=CCNC(=O)c1ccccc1NC(=O)c1cccc2ccccc12 | 6% | 3% | -5%
COCCNC(=O)c1csc2c1CCCC2 | -21% | -2% | -15%
Fc1ccccc1-c1cc2ncccc2cn1 | nt | 2% | -3%
Cc1ccccc1CNC(=O)c1ccc2ccccc2n1 | ? | 4% | -1%
Cc1cc(C(=O)NCC(c2ccco2)N(C)C)no1 (stereo not given) | 4% | 2% | -3%
C/C(CC(=O)NC(C)C)=N\NC(=O)COc1cc(C)c(Br)cc1Br | 7% | 3% | -5%
C/C(=N\NC(=S)NCCc1ccccc1)c1ccc(Cl)cc1 | 8% | 3% | -17%
O=C(c1ccc2nc3ccc(Cl)cc3c(=O)n2c1)N1CCOCC1 | 5% | 0% | -10%
COc1ccc(Cl)cc1NC(=O)COC(=O)CCNS(=O)(=O)c1cccs1 | -2% | 1% | 1%
Cc1cccc(N2CCN(C(=O)c3ccccc3NC(=O)C3=CSCCO3)CC2C)c1 (stereo not given) | 7% | 5% | 9%
Cc1ccc(/C=C/C(=O)OCC(=O)NC(C)C)o1 | 4% | -2% | -14%
CC(=O)C1=C(c2ccccc2)N(C(C)=O)n2c(nnc2C2CCCCC2)S1 | nt | 3% | -3%
Cc1cc(C)n(-c2nc(NC(C)(C)C)nc(NC(C)(C)C)n2)n1 | 8% | 4% | 4%
Cc1ccc(-c2nc3cnccn3c2Nc2ccc3c(c2)OCO3)o1 | 0% | 9% | -1%
Fc1ccccc1-c1n[nH]c(=S)n1Cc1ccccc1 | 1% | nt | -11%
CCC(C)N(C(=O)c1csnn1)C(C(=O)NC(C)(C)C)c1ccccc1 (stereo not given) | -7% | 0% | 14%
COC(=O)[C@@]12CCCN1[C@H](c1ccc(-c3ccc(F)cc3)c(OC)c1)[C@H]1C(=O)N(C)C(=O)[C@H]12 | -9% | 3% | 1%
COc1ccc(NC(=O)CN2CCC(C(=O)c3ccc(C)cc3)CC2)c(OC)c1 | 0% | 0% | -24%
CCOC(=O)C1CCN(C(=O)c2ccc(C)c(S(=O)(=O)N3CCCC3)c2)CC1 | -6% | 5% | -2%
O=C(C1CC1)N1CCc2[nH]c3ccccc3c2C1 | 0% | 2% | 1%
COCCn1c(C)cc(C(=O)CSc2n[nH]c(N)n2)c1C | 2% | nt | -1%
Cc1cccc(C)c1NC(=O)CN1CCN(CC(=O)NCC2(N3CCCCC3)CCCCC2)CC1 | nt | -3%[56.1 µM] | 1%
O=S(=O)(c1ccccc1)C1(S(=O)(=O)c2ccccc2)CCCC1 | 1% | 0% | 2%

2 records drawn at random from those above:
SMILES | N370S GC mod | TDP1 inh | FEN1 inh
CC(=O)C1=C(c2ccccc2)N(C(C)=O)n2c(nnc2C2CCCCC2)S1 | nt | 3% | -3%
COc1cc(-c2nc(CN3CCCCC3CCNC(C)=O)c(C)o2)ccc1F (stereo not given) | -1% | 4% | -12%

(listing goes on)
SMILES | N370S GC mod | TDP1 inh | FEN1 inh
Cc1ccc(NC(=O)N2CCCC2C(=O)NCc2ccccc2Cl)cc1 (stereo not given) | -11% | 0% | 0%
Cc1ccc2cc(C(c3nnnn3Cc3ccccc3)N3CCN(c4ccccc4)CC3)c(=O)[nH]c2c1 (stereo not given) | 14% | 3% | -20%
Cc1ccc2c(Sc3ccc(Cl)cc3)c(C(=O)N3CCCCC3)[nH]c2c1 | nt | 11% | -3%
C/C(=N\OC(=O)c1cccc(C(F)(F)F)c1)c1sc(-c2ccccc2)nc1C | 1% | 3% | -1%
O=C1NN(c2ccccc2)C(=O)/C1=C\c1ccc2c(c1)OCO2 | 1% | -16% | 0%
COc1ccc(C2CC(C(F)(F)F)n3nc(C(=O)NCCN4CCOCC4)cc3N2)cc1 (stereo not given) | -11% | 3% | -2%
O=C(CN1C(=O)c2ccccc2C1=O)Nc1cc(C(=O)O)cc(C(=O)O)c1 | -10% | nt | -6%
CC1(C)C(=O)Nc2ccccc2N1C(=O)COC(=O)CSc1ccc(Cl)cc1 | nt | -9%[56.1 µM] | -26%
CC(C)S(=O)(=O)C/C(N)=N/OC(=O)c1cc(Cl)cc(Cl)c1 | -4% | 5% | 6%
O=C1OCCC1Sc1nc(-c2ccccc2)cs1 (stereo not given) | 0% | 5% | -9%
CC(C)(C)C(=O)Nc1nnc(SCC(=O)NC2CCCCC2)s1 | -14% | 8% | 1%
CCn1cc(Cl)c(C(=O)Nc2cccc(C(F)(F)F)c2)n1 | 8% | 1% | -8%
C=C(C)C(=O)OCCO | -3% | 2% | nt
COCCC(=O)N1CCC(Oc2ccc(C(=O)N3CCCC(CCCO)C3)cc2)CC1 (stereo not given) | -8% | 4% | 3%
COc1ccccc1NS(=O)(=O)c1ccc(N/N=C/c2c(C)nn(-c3ccccc3)c2N2CCCC2)c([N+](=O)[O-])c1 | -5% | 8% | -12%
Cc1ccc(-c2nn3c(C)nnc3s2)cc1NCc1c(F)cccc1Cl | 1% | 0% | -15%
O=C(CN1C(=O)NC2(CCCCCC2)C1=O)Nc1ccc(S(=O)(=O)N2CCOCC2)cc1 | -5% | 4% | -14%
O=C(O)CCCn1cc(NC(=O)c2ccc(Br)o2)cn1 | -5% | 0% | -3%
COc1ccc([C@@H]2[C@@H]3C(=O)N(C(C)(C)C)C(=O)[C@@H]3[C@]3(Cc4ccccc4)C(=O)N(c4ccccc4)C(=O)N23)cc1 | -13% | 0% | -12%
O=C1Cc2cc(S(=O)(=O)Nc3cccc([N+](=O)[O-])c3)cc3c2N1CCC3 | 4% | 5% | -14%
CCOC(=O)C1CCN(C(=O)CCS(=O)(=O)c2ccc3c(c2)CCN3C(C)=O)CC1 | 2% | 1% | 2%
CN(CC(=O)Nc1cccc(F)c1)CC(=O)N1CCc2ccccc21 | nt | 2% | -4%
Cc1cc(Nc2cccc(Cl)c2)nc2ccc(NC(=O)Cc3cccc(C(F)(F)F)c3)cc12 | nt | 9% | -23%
Cc1ccc(OCC(=O)Nc2nnc(SCc3cc(=O)n4cc(C)ccc4n3)s2)cc1 | nt | 3% | 15%
CCC(=O)Nc1cccc(C(=O)/C=C/c2cc(Br)ccc2OC)c1 | -4% | 7% | -20%

Given with values under each structure: part of the list above.
Value order: N370S GC mod | TDP1 inh | FEN1 inh
Cc1ccc2cc(C(c3nnnn3Cc3ccccc3)N3CCN(c4ccccc4)CC3)c(=O)[nH]c2c1 (stereo not given)
    14% | 3% | -20%
Cc1ccc2c(Sc3ccc(Cl)cc3)c(C(=O)N3CCCCC3)[nH]c2c1
    nt | 11% | -3%
C/C(=N\OC(=O)c1cccc(C(F)(F)F)c1)c1sc(-c2ccccc2)nc1C
    1% | 3% | -1%
O=C1NN(c2ccccc2)C(=O)/C1=C\c1ccc2c(c1)OCO2
    1% | -16% | 0%
COc1ccc(C2CC(C(F)(F)F)n3nc(C(=O)NCCN4CCOCC4)cc3N2)cc1 (stereo not given)
    -11% | 3% | -2%
O=C(CN1C(=O)c2ccccc2C1=O)Nc1cc(C(=O)O)cc(C(=O)O)c1
    -10% | nt | -6%
CC1(C)C(=O)Nc2ccccc2N1C(=O)COC(=O)CSc1ccc(Cl)cc1
    nt | -9%[56.1 µM] | -26%
CC(C)S(=O)(=O)C/C(N)=N/OC(=O)c1cc(Cl)cc(Cl)c1
    -4% | 5% | 6%
O=C1OCCC1Sc1nc(-c2ccccc2)cs1 (stereo not given)
    0% | 5% | -9%
CC(C)(C)C(=O)Nc1nnc(SCC(=O)NC2CCCCC2)s1
    -14% | 8% | 1%
CCn1cc(Cl)c(C(=O)Nc2cccc(C(F)(F)F)c2)n1
    8% | 1% | -8%
C=C(C)C(=O)OCCO
    -3% | 2% | nt
COCCC(=O)N1CCC(Oc2ccc(C(=O)N3CCCC(CCCO)C3)cc2)CC1 (stereo not given)
    -8% | 4% | 3%
COc1ccccc1NS(=O)(=O)c1ccc(N/N=C/c2c(C)nn(-c3ccccc3)c2N2CCCC2)c([N+](=O)[O-])c1
    -5% | 8% | -12%
Cc1ccc(-c2nn3c(C)nnc3s2)cc1NCc1c(F)cccc1Cl
    1% | 0% | -15%
O=C(CN1C(=O)NC2(CCCCCC2)C1=O)Nc1ccc(S(=O)(=O)N2CCOCC2)cc1
    -5% | 4% | -14%
O=C(O)CCCn1cc(NC(=O)c2ccc(Br)o2)cn1
    -5% | 0% | -3%
COc1ccc([C@@H]2[C@@H]3C(=O)N(C(C)(C)C)C(=O)[C@@H]3[C@]3(Cc4ccccc4)C(=O)N(c4ccccc4)C(=O)N23)cc1
    -13% | 0% | -12%
O=C1Cc2cc(S(=O)(=O)Nc3cccc([N+](=O)[O-])c3)cc3c2N1CCC3
    4% | 5% | -14%
CCOC(=O)C1CCN(C(=O)CCS(=O)(=O)c2ccc3c(c2)CCN3C(C)=O)CC1
    2% | 1% | 2%

The list continues:
SMILES | N370S GC mod | TDP1 inh | FEN1 inh
Cc1cccc(S(=O)(=O)c2c(N)n(/N=C/c3ccccc3)c3nc4ccccc4nc23)c1 | 5%[12.8 µM] | 1% | 1%
Clc1ccc(-c2noc3ncnc(NC4CCCCC4)c23)cc1 | nt | -1% | -24%
O=C(CCc1c[nH]c2ccccc12)NCc1cccc(Cl)c1 | 1% | 0% | 8%
O=C(Nc1ccccc1C(=O)O)c1cccc(NC(=O)c2ccccc2Cl)c1 | 1% | nt | 16%
O=C(O)CC1CCC(=C(Cl)Cl)C1 (stereo not given) | -8% | nt | -17%
Cc1ccc(NC(=S)N2CCC(N(C)CC3CCCO3)CC2)c(C)c1 (stereo not given) | 17% | 5% | -20%
